Casp6 inh: inhibitors of human caspase-6; 0.53% of 350,000 active; purified caspase-6, Z-VEID-R110 cleavage fluorescence; inhibition, % at 12.5 µM;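 active = mean inhibition across replicates at least about 35%, with every replicate also reaching that limit, limit read from the data; inconclusive = only one of the two criteria met; inactive = neither criterion met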;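 also: 0% = median of neutral control wells and 100% = no fluorescence left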
Target sequence (P55212 24-179 limits assumed): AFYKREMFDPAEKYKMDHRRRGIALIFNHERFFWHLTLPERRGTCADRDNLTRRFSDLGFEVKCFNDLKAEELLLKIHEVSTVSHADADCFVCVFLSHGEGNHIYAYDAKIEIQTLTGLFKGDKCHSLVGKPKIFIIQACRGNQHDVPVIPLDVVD
Target sequence (P55212 194-293 limits assumed): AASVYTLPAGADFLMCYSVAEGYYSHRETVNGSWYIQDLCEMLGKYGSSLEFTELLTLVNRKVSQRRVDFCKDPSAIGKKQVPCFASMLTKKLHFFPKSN
SIRT5 inh: sirtuin-5 (human) deacylase inhibition. Q9NXA8. Purified SirT5, succinyl-peptide AMC, trypsin-coupled fluorescence. inhibition, % at 15 µM. 1.1% of 330,000 active. AID 652115; in the data active = inhibition above about 15%; inconclusive = no clear call, values can overlap the other calls
Target sequence (Q9NXA8 whole entry, looked up): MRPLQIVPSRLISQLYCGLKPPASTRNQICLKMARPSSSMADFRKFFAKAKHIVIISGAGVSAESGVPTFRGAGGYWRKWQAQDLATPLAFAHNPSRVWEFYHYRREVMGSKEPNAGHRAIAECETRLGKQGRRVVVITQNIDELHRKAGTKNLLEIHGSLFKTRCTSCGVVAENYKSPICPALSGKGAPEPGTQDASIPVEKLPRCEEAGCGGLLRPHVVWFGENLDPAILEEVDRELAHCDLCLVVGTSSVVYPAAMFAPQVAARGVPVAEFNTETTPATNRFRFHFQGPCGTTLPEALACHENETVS
EWS-Fli inh: blocks EWS/Fli oncoprotein-driven transcription; A673 NR0B1-luciferase reporter, viability-normalised; inhibition, % at 12.6 µM; 0.67% of 350,000 active;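 active = mean inhibition of at least 50% after viability correction, with every replicate also passing that limit; inconclusive = mean reaches 50% but only one of two replicates passes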;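 also: firefly luciferase signal divided by Alamar Blue viability fluorescence both relative to DMSO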
PAX8 reporter: lowers PAX8-driven luciferase in RMG-I cells. RMG-I TPO-luciferase reporter, SteadyGlo, 24 h. inhibition, % at 12.6 µM. 1.2% of 360,000 active. AID 652154;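 active = mean replicate inhibition at least 60% with every replicate also reaching 60%; inconclusive = only one of the two criteria is met; inactive = mean below 60% and not all replicates reaching 60%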;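 also: luciferase light reporting Pax8 driven TPO promoter activity; plate controls were median of neutral control wells for no effect and mitoxantrone controls for full effect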
DENV2 CPE rescue: protects cells from dengue virus 2 cytopathic effect; CPE inhibition, % at 9.99 µM; 1.7% of 350,000 active; DENV2-infected cells, cytopathic effect rescue, plate reader; in the data active = CPE inhibition above about 20%, passing the limit was not always enough; inconclusive = no clear call, values can overlap the other calls; tested in BHK-21 cells;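 also: 0% = median of neutral control wells and 100% = median of positive control wells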
LGR2 antag: Drosophila LGR2 receptor signaling inhibition; HEK293 LGR2, CRE-luciferase, bursicon-stimulated, 4 h; inhibition, % at 9.99 µM; 0.35% of 380,000 active; AID 720647;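 active = drop in luminescence signal, shown as inhibition above about 50% in the replicate tests, limit read from the data, passing the limit was not always enough; inconclusive = probably only some replicates passing the limit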;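 also: agonist challenge used bursicon conditioned medium at about half maximal strength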
ARNT-TACC3 inh: disruptors of human ARNT/TACC3 interaction | Q9Y6A5 | AlphaScreen His-ARNT PAS-B/GST-TACC3 binding, luminescence; TACC3 fragment carries E629A point mutation | inhibition, % at 9.99 µM | 0.66% of 390,000 active;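 active = mean inhibition of replicates at least 50% and at least half of replicates each reaching 50%; inconclusive = half or more replicates reach 50% but mean below 50%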;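 also: 0% = complete ARNT plus TACC3 wells and 100% = ARNT alone without TACC3; many hits fall short of the cut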
* hit, by the source's call; ? = inconclusive; / = not tested or not shown.

#1 N#C[C@@H]1[C@@H](c2ccc(C3=CCCC3)cc2)[C@H](CO)N1C(=O)C1CCC1
#2 O=C(c1ccc(Br)o1)N1CCC(c2nc3ccccc3[nH]2)CC1
#3 OC(COc1ccc(CNCCc2ccccc2F)cc1)CN1CCCCC1 (stereo not given)
#4 COc1ccc(NC(=O)c2ccccc2NC(=O)CN2CCCCCC2)cc1
#5 COCC(=O)N1[C@H](CO)[C@@H]2c3ccccc3N(C(=O)Nc3ccccc3F)C[C@@H]21
#6 COc1cc(Cl)c(S(=O)(=O)n2cnc(C)c2)cc1Cl
#7 COc1cc(OC)cc(C(=O)NCC(C)NC(=O)c2cc(OC)cc(OC)c2)c1 (stereo not given)
#8 COc1ccc(C#Cc2cnc3c(c2)C(=O)N([C@H](C)CO)C[C@@H](C)[C@H](CN(C)C)O3)cc1

Assay by compound,1,2,3,4,5,6,7,8
Casp6 inh,1,-5,-11,2,1,1,1,-5
SIRT5 inh,-6,-1,-7,0,-2,-3,-2,-1
EWS-Fli inh,4,3,7,-25,-22,15,-21,-1
PAX8 reporter,-11,17,16,-26,-63,/,0,/
DENV2 CPE rescue,-3,8,0,-3,13,12,-4,9
LGR2 antag,7,10,1,-8,-12,11,2,5
ARNT-TACC3 inh,-1,0,-15,-7,-1,-10,-8,-3

#9 O=C1NC[C@@H](CCCCN2C[C@H](Cc3ccccc3)N(CCc3ccc(O)cc3)C(=O)C2=O)N(CCc2ccccc2)C1=O
#10 Cc1nc(Nc2nc3ccccc3o2)nc(C)c1C
#11 CCC1(c2ccccc2)NC(=S)N(c2ccc(C)c(C)c2)N1 (stereo not given)
#12 O=C(CSc1n[nH]c(-c2ccco2)n1)Nc1ccc(F)cc1
#13 COc1cc2oc(=O)cc(-c3ccc(-c4ccc(C)cc4)cc3)c2c(OC)c1OC
#14 C[C@H](CO)N1C[C@H](C)[C@@H](CN(C)Cc2ccccc2)Oc2ccc(NC(=O)CCC(F)(F)F)cc2C1=O
#15 C=CCSc1nnc2c(n1)OC(C)=Nc1ccc(Br)cc1-2
#16 O=C(Nc1ccncc1)c1ccc2c(c1)C(=O)N(CC1CCCO1)C2=O (stereo not given)

Assay by compound,9,10,11,12,13,14,15,16
Casp6 inh,3,-3,3,3,0,0,1,/
SIRT5 inh,1,-7,0,-1,0,-3,-1,/
EWS-Fli inh,-7,0,-7,6,-2,-1,-2,/
PAX8 reporter,6,-48,-50,-8,9,-8,19,-22
DENV2 CPE rescue,-11,-6,-3,13,8,17,-13,/
LGR2 antag,-7,/,-49,-9,5,4,-7,-7
ARNT-TACC3 inh,/,-10,-1,-13,0,-7,-4,0

#17 Cc1ccc(S(=O)(=O)N(C)CCCC(=O)Nc2ccncc2)cc1
#18 O=C(CN1C(=O)c2ccccc2C1=O)Nc1cccc([N+](=O)[O-])c1
#19 O=C(C1CCCC1)N1CC2(C1)[C@@H](c1ccccc1)[C@H](CO)N2CCC(F)(F)F
#20 C[C@@H]1CCCCO[C@H](CN(C)C(=O)c2ccncc2)[C@@H](C)CN([C@@H](C)CO)C(=O)c2cc(NC(=O)c3ccccc3)ccc2O1
#21 CC(C)C#Cc1ccc([C@H]2[C@@H](C#N)N(C(=O)C3CCC3)[C@H]2CO)cc1
#22 CC(C)C#Cc1ccc2c(c1)O[C@@H](CN(C)C(=O)CC1CC1)[C@@H](C)CN([C@H](C)CO)S2(=O)=O
#23 C=CC[C@H](CC(=O)N(CCO)Cc1ccccc1)C(=O)N[C@@H](C)COC(=O)[C@@H](CC=C)Cc1ccc(F)cc1
#24 Cc1ccc(C2=N/C(=C/c3cccs3)C(=O)N2Nc2ccccc2)cc1

Assay by compound,17,18,19,20,21,22,23,24
Casp6 inh,-1,2,0,-3,-3,2,3,-6
SIRT5 inh,0,0,1,-8,-3,6,1,12
EWS-Fli inh,5,-4,1,/,23,-5,4,/
PAX8 reporter,-3,-10,/,17,2,-18,24,/
DENV2 CPE rescue,-2,0,11,6,-7,?,-8,/
LGR2 antag,-12,0,-3,-16,11,-3,15,-14
ARNT-TACC3 inh,-2,-4,/,-10,19,0,-13,8

Quoted at random: four records from the list.
#18 O=C(CN1C(=O)c2ccccc2C1=O)Nc1cccc([N+](=O)[O-])c1
#22 CC(C)C#Cc1ccc2c(c1)O[C@@H](CN(C)C(=O)CC1CC1)[C@@H](C)CN([C@H](C)CO)S2(=O)=O
#23 C=CC[C@H](CC(=O)N(CCO)Cc1ccccc1)C(=O)N[C@@H](C)COC(=O)[C@@H](CC=C)Cc1ccc(F)cc1
#20 C[C@@H]1CCCCO[C@H](CN(C)C(=O)c2ccncc2)[C@@H](C)CN([C@@H](C)CO)C(=O)c2cc(NC(=O)c3ccccc3)ccc2O1

Assay by compound,18,22,23,20
Casp6 inh,2,2,3,-3
SIRT5 inh,0,6,1,-8
EWS-Fli inh,-4,-5,4,/
PAX8 reporter,-10,-18,24,17
DENV2 CPE rescue,0,?,-8,6
LGR2 antag,0,-3,15,-16
ARNT-TACC3 inh,-4,0,-13,-10

The listing picks up, starting three compounds before the break.
#22 CC(C)C#Cc1ccc2c(c1)O[C@@H](CN(C)C(=O)CC1CC1)[C@@H](C)CN([C@H](C)CO)S2(=O)=O
#23 C=CC[C@H](CC(=O)N(CCO)Cc1ccccc1)C(=O)N[C@@H](C)COC(=O)[C@@H](CC=C)Cc1ccc(F)cc1
#24 Cc1ccc(C2=N/C(=C/c3cccs3)C(=O)N2Nc2ccccc2)cc1
#25 CO[C@@H]1CN(C)C(=O)c2cc(NC(=O)Nc3ccccc3)ccc2OC[C@@H](C)N(C(=O)CN(C)C)C[C@H]1C
#26 CC1CCCN(C(=S)SCC(=O)c2cc(Br)cc(Br)c2O)C1 (stereo not given)
#27 N#C/C(=C\Nc1ccc(Cl)cc1)S(=O)(=O)c1ccccn1
#28 C[C@H](O)C#Cc1ccc([C@H]2[C@@H](CO)N3CCCCN(CC4CCOCC4)C[C@H]23)cc1
#29 Cc1ccc(/C=C(\C#N)C(=O)N2CCCC2)c(C)c1
#30 CN(C)S(=O)(=O)c1cccc(NC(=O)c2cccc(S(=O)(=O)N3CCCCCC3)c2)c1
#31 CC(C)(C)[S@@](=O)N1Cc2cc(C(=O)NCCc3ccncc3)nc(-c3cccc(-c4cccc(C#N)c4)c3)c2[C@H]1CCO
#32 O=C(O)c1ccccc1Cc1ccc2c(c1)CCCC2

Assay by compound,22,23,24,25,26,27,28,29,30,31,32
Casp6 inh,2,3,-6,-1,3,-2,0,0,-1,1,-5
SIRT5 inh,6,1,12,3,2,4,/,-3,-1,/,/
EWS-Fli inh,-5,4,/,-4,17,-2,-9,-9,22,8,-1
PAX8 reporter,-18,24,/,/,18,-14,11,-33,/,1,1
DENV2 CPE rescue,?,-8,/,-6,12,-1,4,/,-4,-7,-6
LGR2 antag,-3,15,-14,7,/,-19,-4,-49,-4,-2,-19
ARNT-TACC3 inh,0,-13,8,-2,-1,2,1,8,7,10,-7

#33 Cc1cccc(C(=O)NCCC(=O)Nc2nc(C)c(Cc3ccc4c(c3)OCO4)s2)c1
#34 Cc1cc(C(=O)COc2ccccc2C#N)c(C)n1C1CC1
#35 CCC(=O)Nc1c2c(nn1-c1ccc(OC)cc1)CSC2
#36 C[C@H](CO)N1C[C@H](C)[C@@H](CN(C)C(=O)NC2CCCC2)OCc2cn(nn2)CCCC1=O
#37 O=C(c1sc2cc([N+](=O)[O-])ccc2c1Cl)N1CCOCC1
#38 O=C(NNC(=O)c1ccccc1F)c1ccc(-c2ccccc2Cl)o1
#39 CCC(C)NC(=O)Nc1ccc(Br)cc1 (stereo not given)
#40 COc1ccc(-c2csc(Nc3ccccn3)n2)cc1

Assay by compound,33,34,35,36,37,38,39,40
Casp6 inh,1,3,5,1,-2,-1,-1,1
SIRT5 inh,4,1,1,0,-3,-1,-2,1
EWS-Fli inh,-17,-41,/,5,2,-18,-44,5
PAX8 reporter,6,-62,4,24,3,-49,-88,-51
DENV2 CPE rescue,6,0,18,?,1,21*,-2,-2
LGR2 antag,5,3,-1,1,10,-2,-4,79*
ARNT-TACC3 inh,0,-1,-2,-3,/,/,/,-2

#41 CCCS(=O)(=O)N1CCCC(C(=O)c2ccccc2OC)C1 (stereo not given)
#42 CCOC(=O)CC1CCCCN1Cc1cn[nH]c1-c1ccc(F)cc1F (stereo not given)
#43 C[C@H](CO)N1C[C@H](C)[C@H](CN(C)C(=O)Nc2cccc(C(F)(F)F)c2)OCc2ccccc2-c2ccccc2C1=O
#44 CC(=O)N1CC[C@H]2[C@H](CO)Nc3ccc(-c4ccc(F)cc4)cc3[C@H]21
#45 CCC(=O)N(C)C[C@@H]1Oc2ncc(/C=C/c3ccccc3)cc2C(=O)N([C@@H](C)CO)C[C@H]1C
#46 CCOC(=O)C(CC)(CCC(=O)O)c1csc(Nc2ccc(C)cc2)n1 (stereo not given)
#47 Cn1c(=O)[nH]c(=O)c2c1nc(N/N=C/C(Br)=C/c1ccccc1)n2CCO
#48 CC(=O)NC12CC3CC(C1)CC(C(=O)N1CCN(C(=O)c4ccco4)CC1)(C3)C2

Assay by compound,41,42,43,44,45,46,47,48
Casp6 inh,4,-3,3,1,0,2,1,3
SIRT5 inh,-1,-4,3,-2,-6,0,5,-3
EWS-Fli inh,3,12,6,-8,-14,4,2,-3
PAX8 reporter,-2,7,22,-29,/,-12,12,-10
DENV2 CPE rescue,2,-3,2,-10,-1,-1,9,-2
LGR2 antag,10,15,7,5,-17,-39,-19,-6
ARNT-TACC3 inh,-2,17,0,-14,-5,-4,5,-4

#49 COC(=O)c1cn(-c2ccccc2)nc1-c1ccc(OC)cc1
#50 COc1ccc(OCCCC(=O)Nc2ccc(S(=O)(=O)N3CCOCC3)cc2)cc1
#51 C[C@H](CO)N1C[C@H](C)[C@H](CN(C)Cc2ccc(-c3ccccc3)cc2)Oc2ccc(NC(=O)NC3CCCCC3)cc2CC1=O
#52 COC(=O)C1=C(C)N(Cc2ccccc2C(F)(F)F)C(=NCc2ccccc2C(F)(F)F)NC1c1cccc(F)c1 (stereo not given)
#53 CCN(C(=O)CN1C(=O)c2ccccc2S1(=O)=O)C1CCCCC1
#54 CC(C)CC(=O)N1CCN(Cc2ccccc2Br)CC1
#55 COc1cccc(CNCc2ccc(SC)cc2)c1OC
#56 CO[C@H]1CN(C)C(=O)c2cc(C#N)ccc2OC[C@H]2O[C@H](CC[C@@H]2OC)CCN(C)C(=O)[C@H]1C
#57 C[C@@H]1CN([C@@H](C)CO)C(=O)Cc2cc(NS(C)(=O)=O)ccc2O[C@@H]1CN(C)Cc1ccncc1
#58 CCCN(C)C[C@@H]1OCCCC[C@@H](C)Oc2ccc(NC(=O)NC(C)C)cc2C(=O)N([C@@H](C)CO)C[C@@H]1C

Assay by compound,49,50,51,52,53,54,55,56,57,58
Casp6 inh,1,-3,-2,-1,2,0,1,0,/,-2
SIRT5 inh,0,-1,1,-1,-6,0,-2,1,2,3
EWS-Fli inh,6,7,3,29,0,6,4,-5,11,/
PAX8 reporter,9,0,16,-1,/,26,/,-2,-21,-5
DENV2 CPE rescue,7,-2,22*,19,-4,0,1,0,-4,?
LGR2 antag,6,-11,35,-1,-12,3,13,7,8,21
ARNT-TACC3 inh,18,0,10,/,-3,-4,-1,-4,-10,1
